# KCNQ2 inh: KCNQ2 potassium channel inhibitors, primary screen, cell-based, CHO-K1, FluxOR thallium flux, B-score (AID 2156); Potassium voltage-gated channel subfamily KQT member 2 (Rattus norvegicus), O88943; 20 min; active compounds read low; B-score at 10 µM; 1.1% of 310,000 active;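 active = fluorescence ratio B-score at most minus 3 library SDs, with starting brightness B-score within 2 library SDs, cut at about -5.5 in these data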
# CHT inh: inhibitors of human choline transporter CHT; B-score at 10 µM; High affinity choline transporter 1 (Homo sapiens), Q9GZV3; CHT-expressing cells, membrane potential dye, choline response; active compounds read low; 0.86% of 310,000 active;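 active = B-score over 3 SD under the library average, and starting fluorescence ratio not unusually high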;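 note: choline stimulus applied at its EC90 after an EC20 pre-addition; B-score computed on integrated fluorescence ratio after choline addition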
# Target sequence (Q9GZV3 whole entry, looked up): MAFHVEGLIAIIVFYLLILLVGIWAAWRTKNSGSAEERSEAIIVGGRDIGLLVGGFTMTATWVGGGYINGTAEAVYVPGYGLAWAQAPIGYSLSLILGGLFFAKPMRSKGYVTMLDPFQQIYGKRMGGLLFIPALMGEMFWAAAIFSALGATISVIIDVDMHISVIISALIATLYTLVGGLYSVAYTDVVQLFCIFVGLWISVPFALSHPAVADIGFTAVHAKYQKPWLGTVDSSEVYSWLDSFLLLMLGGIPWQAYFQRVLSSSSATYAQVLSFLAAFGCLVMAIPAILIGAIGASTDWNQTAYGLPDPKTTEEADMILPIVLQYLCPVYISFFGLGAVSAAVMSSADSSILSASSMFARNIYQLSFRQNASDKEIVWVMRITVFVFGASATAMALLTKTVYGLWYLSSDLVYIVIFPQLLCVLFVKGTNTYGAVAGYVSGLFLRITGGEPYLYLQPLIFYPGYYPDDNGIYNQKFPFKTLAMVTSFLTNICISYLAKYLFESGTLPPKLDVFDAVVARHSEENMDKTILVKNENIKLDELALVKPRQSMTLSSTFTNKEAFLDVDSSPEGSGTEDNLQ
# An asterisk follows results filed as active; i = inactive; / = not tested or not shown.
# Order of results – CHT inh	KCNQ2 inh
- N#CC1(c2nc3ccccc3[nH]2)CC1c1ccc2c(c1)OCO2 (stereo unspecified)
 : i	i
- CC1=NN(c2ccc(C)cc2C)C(=O)C1C(c1ccccc1)C1C(=O)N(c2ccc(C)cc2C)N=C1C (stereo unspecified)
 : i	i
- O=C(CS(=O)(=O)Cc1ccccc1)N1CCc2ccccc2C1
 : /	i
- CCOC(=O)C(Oc1ccc2c(-c3ccc(OC)cc3)cc(=O)oc2c1C)c1ccccc1 (stereo unspecified)
 : i	i
- COc1ccc(COC(=O)NC(C(=O)O)c2ccccc2)cc1 (stereo unspecified)
 : i	i
- O=C(COc1coc(CN2CCN(c3ccccc3)CC2)cc1=O)Nc1ccccc1
 : i	i
- COCCCNC(=S)Nc1ccc(CC(=O)O)cc1
 : i	i
- O=C(O)C1CCCCC1C(=O)N1CCN(S(=O)(=O)c2ccc(F)cc2)CC1 (stereo unspecified)
 : i	i
- CC(C)N(C)CCOC(=O)/C=C/c1ccccc1
 : i	i
- O=C(Cc1ccccc1)NCc1nc2ccccc2[nH]1
 : i	i
- CCCC(=O)N(c1ccc2oc(=O)sc2c1)S(=O)(=O)c1ccccc1
 : i	i
- COc1cccc(-c2cc(C(F)(F)F)n3ncc(C(=O)NCC4CCCO4)c3n2)c1 (stereo unspecified)
 : i	i
- O=C(NCCCn1ccnc1)C1c2ccccc2Oc2ccccc21
 : i	i
- O=C(c1cc2ccccc2oc1=O)N1CCN(CCc2ccccc2)CC1
 : i	i
- Cc1cc(C)cc(C(=O)OCC(=O)NCc2cccs2)c1
 : i	i
- O=C(Nc1ccc(F)cc1)c1ccccc1NC(=O)C1CC=CCC1C(=O)O (stereo unspecified)
 : i	i
- CCOc1ccc(NC(=S)NNC(=O)c2ccc(Br)cc2)cc1
 : i	i
- O=C(NCc1cccnc1)c1ccc(COc2ccc3c(c2)CCC3)o1
 : i	i
- On1onc2c3cc(-c4ccccc4)nc3ccc21
 : i	/
- c1ccc(Cc2nnc3sc(-c4ccncc4)nn23)cc1
 : i	i
- O=C(Nc1cccnc1)c1cc(-c2ccc(Br)cc2)nc2ccccc12
 : i	-6.28*
- CCC(C)NC(=O)c1ccccc1NC(=O)c1ccc(CSc2ccccc2)cc1 (stereo unspecified)
 : i	i
- COc1cccc(N2CCN(C(=S)Nc3ccccc3OC)CC2)c1
 : i	i
- COc1ccc(CNC(=S)NC(C)CCc2ccccc2)cc1 (stereo unspecified)
 : i	i
- CC1(C(=O)OCC(=O)NC(=O)NCc2ccccc2)CC1(Cl)Cl (stereo unspecified)
 : i	i
- CC(NC(=O)C1CC12CCC2)c1ccccc1 (stereo unspecified)
 : i	i
- CC(C)CC(=O)Nc1ccc(-c2nc3ccccc3c(=O)o2)cc1
 : i	i
- O=C(N/N=C/c1coc2ccccc2c1=O)c1ccccc1Br
 : i	i
- Cc1cc(=O)oc2c3c(cc(OCC(=O)NC4CC4)c12)OC(C)(C)CC3
 : i	i
- O=C(c1sccc1-c1ccccc1)N1CCN(S(=O)(=O)c2ccccc2F)CC1
 : i	i
- CC(C)c1ccc(S(=O)(=O)/N=C2/C=C(Sc3ncn[nH]3)C(=O)c3ccccc32)cc1
 : i	/
- COc1ccc(NC(=O)C2CCCCN2N)cc1OC (stereo unspecified)
 : i	i
- CC(C)CN(CCCNC(=O)CN1C(=O)COc2ccc(S(=O)(=O)N3CCCC3)cc21)CC(C)C
 : i	i
- Cc1nc2cc(-n3ccc(=O)cc3)ccc2n1-c1ccccc1
 : i	i
- CCCCNC(=O)c1cccc2c(=O)c(C)c(-c3ccccc3)oc12
 : i	i
- O=C(NCCC1=CCCCC1)c1cnccn1
 : i	i
- Cc1ccc(NC(=O)N(Cc2cccs2)Cc2cc3cc4c(cc3[nH]c2=O)OCO4)cc1
 : i	i
- COc1ccc(NC(=O)c2noc3c2CCC3)cc1
 : i	i
- CCOC(=O)CN(c1ccccc1C)S(=O)(=O)c1ccc(Cl)cc1
 : i	i
- CCCc1nc2ccccc2c(C(=O)OC(C)C(=O)NCc2ccc3c(c2)OCO3)c1CC (stereo unspecified)
 : i	i
- O=C(C[n+]1cc(Br)cc2ccccc21)c1ccccc1
 : -6.4*	i
- CCOc1cc(C)c(Cl)cc1S(=O)(=O)N1CCCC1
 : i	i
- NC(N)=NC(=O)c1nc(Cl)c(N2CCCCCC2)nc1N
 : i	/
- COc1ccc(C(CNC(=O)c2ccc(S(=O)(=O)N3CCCC3)cc2)N(C)C)cc1OC (stereo unspecified)
 : i	i
- C/C(=N/NC(=O)CN1CCN(Cc2ccccc2Cl)CC1)c1ccncc1
 : i	i
- O=C(NC1=NCCS1)C12CC3CC(C1)CC(C(=O)NC1=NCCS1)(C3)C2
 : i	i
- Cc1ccc(C)c(OCCC(=O)OCC(=O)Nc2cccc(S(=O)(=O)N3CCCC3)c2)c1
 : i	i
- CC(C)NC(=O)c1cc(-c2ccco2)nn1-c1ccc(Cl)cc1
 : i	i
- O=C(NNC(=O)c1ccncc1)c1ccncc1
 : i	i
- Cc1ccc(C(=O)NCCc2nnc3ccc(NCCCN4CCOCC4)nn23)cc1
 : i	i
- CCN(CC(=O)NCc1ccc(Cl)cc1)C(=O)CN1C(=O)NC(CC)(c2ccccc2)C1=O (stereo unspecified)
 : i	i
- Cc1ccc2c(c1)cc(CN(Cc1ccc3c(c1)OCO3)C(=O)c1ccccc1)c1nnnn12
 : i	i
- O=C(c1ccc(N2C(=O)C3C4c5ccccc5C(c5ccccc54)C3C2=O)cc1)N1CCOCC1 (stereo unspecified)
 : i	i
- CC(=O)Nc1c(-c2ccccc2Cl)c(=O)c2ccccc2n1C
 : i	i
- CCc1nc(SCC(=O)N2c3ccccc3CC2C)c2c(C)c(C)sc2n1 (stereo unspecified)
 : i	-6.66*
- Cc1ccc(-c2noc(CSc3ccccc3)n2)cc1
 : i	i
- CCCCNC(=O)C1(NC(=O)Nc2ccccc2)CCCCC1
 : i	i
- Cc1cc(C)nc(NC(=O)Cc2ccc(Br)cc2)n1
 : i	i
- O=C1CCCN2N=C(SCC(=O)N3N=C(c4ccc(Br)cc4)CC3c3ccc(F)cc3)SC2=N1 (stereo unspecified)
 : i	i
- C[C@@H](C(=O)O)[C@H]1C[C@]1(C)[C@H](NC(=O)OCc1ccccc1)c1ccccc1
 : i	i

# (listing goes on)
# Order of results – CHT inh	KCNQ2 inh
- O=C(C1CCCC1)N1CCCC(Nc2ccc(F)cc2)C1 (stereo unspecified)
 : i	i
- Cc1ccccc1NC(=O)N1c2ccccc2CC1C (stereo unspecified)
 : i	i
- CC(C)CCNC(=O)CCNS(=O)(=O)c1ccc(Cl)cc1
 : i	i
- Cc1ccnc(NC(=O)C(C)N2C(=O)c3ccccc3C2=O)c1 (stereo unspecified)
 : i	i
- CC(=O)CSc1ncnc2sc3c(c12)CCCC3
 : i	i
- COc1ccc(S(=O)(=O)N(C)c2ccc(C(=O)Nc3cccnc3)cc2)cc1OC
 : i	i
- CCOCC(=O)Nc1nc(-c2ccccc2)c(CC)s1
 : i	i
- O=c1cc(Cl)[nH]n(-c2ccccc2)c1=O
 : i	i
- COC(=O)c1ccccc1NC(=O)CSc1nnc(C(CO)NC(=O)c2ccccc2Cl)n1C (stereo unspecified)
 : i	i
- CC(C)COC(=O)C1[C@H]2C(=O)N(Cc3cccs3)C[C@]23C=C[C@H]1O3 (stereo partly specified)
 : i	i
- O=C(O)c1c2c(nc3ccccc13)/C(=C/c1cccc([N+](=O)[O-])c1)CCC2
 : i	i
- COc1cccc(-c2nn(-c3ccccc3)cc2CN(C)C(C)c2ccncn2)c1 (stereo unspecified)
 : i	i
- O=C(OC(C(=O)NCC1CCCO1)c1ccc(F)cc1)c1cccs1 (stereo unspecified)
 : i	i
- COCCC(=O)Nc1ccc2c(c1)CN(C(=O)CCSC)CC2
 : i	i
- Cc1ccc(/C=C/C(=O)OCC(=O)N2CC(=O)Nc3ccccc32)o1
 : i	i
- Cc1nnc(SCC(=O)Nc2ccccc2F)n1Cc1ccco1
 : i	i
- CCn1c(=O)n(CCc2ccccc2)c(=O)c2c3c(sc21)CCCC3
 : i	i
- O=C(CNc1ccccc1)N/N=C/c1ccc2c(c1)OCO2
 : i	i
- COc1ccc(C)cc1S(=O)(=O)Nc1cccc(SC)c1
 : i	i
- COc1ccc(OC)c(NC(=O)CNC(=O)Cn2cnc3ccccc3c2=O)c1
 : i	i
- CCCCc1nnc(NC(=O)CSCc2cc(=O)n3ccsc3n2)s1
 : i	i
- CC1CN(C(=O)CCn2c(=O)oc3ccccc32)CC(C)O1 (stereo unspecified)
 : i	i
- CCCc1cc(-c2ccc(O)c(OCC)c2)c(C#N)c(N)n1
 : i	i
- COc1ccc(NC(=O)CN2C(=O)COc3ccc(S(=O)(=O)N4CCOCC4)cc32)cc1Cl
 : i	i
- O=S(=O)(c1ccccc1)N1CCN(C(=S)Nc2ccccc2Cl)CC1
 : i	i
- CCOc1ccccc1OCCCC(=O)N1CCN(S(=O)(=O)c2ccc(C)cc2)CC1
 : i	i
- COCCn1cc(C(=O)NCc2cccs2)c2c3ccccc3n(C)c2c1=O
 : i	i
- CCOC(=O)C(=CN=C(N)Nc1nc2ccccc2o1)C(=O)OCC
 : i	i
- CC(=O)OCCN1C(=O)c2cccnc2C1=O
 : i	i
- Cc1cc(N(C)Cc2ccccc2)nc(-c2ccccc2)n1
 : i	i
- Nc1ccc2nc(-c3ccccc3)c(-c3ccccc3)nc2c1
 : i	i
- COc1ccccc1-c1noc(CCC(=O)Nc2cccc(C)c2)n1
 : i	i
- O=C(O)c1cc(=O)[nH]c2c(Cl)cccc12
 : i	i
- CCc1ccc(CNC(=O)C2CCCN(c3nnc(C)c4c(C)n(-c5ccccc5)nc34)C2)cc1 (stereo unspecified)
 : i	i
- Cc1cc2ncn(C(=O)N3CCC(C)CC3)c2cc1C
 : i	i
- CN(C)/C=C(/C(=O)c1ccc(Cl)c(Cl)c1)S(C)(=O)=O
 : i	i
- N#Cc1ccc(NC(=O)Cn2c3[n+](c4ccc(C(F)(F)F)cc42)CCCCC3)cc1
 : i	i
- Cc1onc(-c2ccccc2)c1CNS(=O)(=O)c1ccccc1[N+](=O)[O-]
 : i	i
- CCS(=O)(=O)C(=C1Nc2ccccc2N1)S(=O)(=O)CC
 : i	i
- COc1cc(/C=N/NC(=O)CCN2CCN(Cc3ccccc3)CC2)cc(OC)c1OC
 : i	i
- COc1ccc(C(=O)NC(C)c2nnc(SCc3ccc(Cl)c(Cl)c3)n2C)cc1 (stereo unspecified)
 : i	i
- COc1ccc(N2C(=O)CSC23CCCCC3)cc1
 : i	i
- CC1CCC(C(=O)NC(C(=O)NCCc2ccc(S(N)(=O)=O)cc2)C(C)C)CC1 (stereo unspecified)
 : i	i
- O=C(O)CCCCCNc1nc(=S)[nH]c2ccccc12
 : i	i
- COc1cc(/C=N/n2cnnc2)ccc1OCC(=O)N1CCOCC1
 : i	i
- CC(=O)NC(Cc1ccccc1)C(=O)OCC(=O)c1ccc(F)cc1 (stereo unspecified)
 : i	i
- CC(C)(Oc1ccc(Cl)cc1)C(=O)Nc1ncccn1
 : i	i
- N=C(N)N=Nc1c(O)[nH]c2ccc(Br)cc12
 : i	i
- CCCOc1ccc(C(=O)N/N=C/c2ccc(-c3ccc(S(=O)(=O)Nc4ncccn4)cc3)o2)cc1
 : i	i
- COc1ccc(-c2cc(C(=O)Nc3ccc4c(c3)OCO4)no2)cc1
 : i	i
- O=C(COC(=O)c1ccccc1-n1cnnn1)c1ccc(F)c(F)c1
 : i	i
- O=C(OCCCOc1ccc(F)cc1)c1ccc(O)cc1O
 : -6*	i
- COc1ccc(/C=N\NC(=O)CCc2c(C)n[nH]c2C)c(OC)c1OC
 : i	i
- O=c1cc(-c2ccc(Cl)cc2)[nH][nH]1
 : i	i
- COC(=O)/C(=N/Nc1ccccc1)N1CCCc2ccccc21
 : i	i
- O=C1CNC(=O)/C1=C/c1ccc(O)cc1
 : i	i
- C=CCNC(=O)c1ccccc1NC(=O)COc1ccccc1
 : i	i
- O=C(O)c1ccccc1C(=O)c1ccc(-c2ccccc2)cc1
 : i	i
- O=C(c1[nH]ncc1-c1cccc(Br)c1)C1CO1 (stereo unspecified)
 : i	i
- CC1(C)CC(=O)C(C(=O)c2ccccc2)C(=O)C1Cl (stereo unspecified)
 : i	i

# Not a retest: 3 of the compounds above.
# Order of results – CHT inh	KCNQ2 inh
- Nc1ccc2nc(-c3ccccc3)c(-c3ccccc3)nc2c1
 : i	i
- COc1ccccc1-c1noc(CCC(=O)Nc2cccc(C)c2)n1
 : i	i
- O=C(O)c1cc(=O)[nH]c2c(Cl)cccc12
 : i	i

# Entries listed so far marked active in CHT inh.
# Order of results – CHT inh	KCNQ2 inh
- O=C(C[n+]1cc(Br)cc2ccccc21)c1ccccc1
 : -6.4*	i
- O=C(OCCCOc1ccc(F)cc1)c1ccc(O)cc1O
 : -6*	i

# Among those listed so far, 2 contain a CF3 group.
# Order of results – CHT inh	KCNQ2 inh
- COc1cccc(-c2cc(C(F)(F)F)n3ncc(C(=O)NCC4CCCO4)c3n2)c1 (stereo unspecified)
 : i	i
- N#Cc1ccc(NC(=O)Cn2c3[n+](c4ccc(C(F)(F)F)cc42)CCCCC3)cc1
 : i	i

# Next section:
# Order of results – CHT inh	KCNQ2 inh
- Cc1cc(C)cc(NC(=S)N=Nc2c(O)n(C)c3ccc(S(=O)(=O)N4CCOCC4)cc23)c1
 : i	i
- COc1cc(NC(=O)NNC(=O)c2cc3occc3n2C)cc(OC)c1OC
 : i	i
- COc1ccc(-n2c(SCC(=O)NNC(=O)c3ccc(C)cc3)nnc2-c2ccncc2)cc1
 : i	i
- Cc1c(OC(C)C(=O)NCC(O)c2ccccc2)ccc2c3c(c(=O)oc12)CCCC3 (stereo unspecified)
 : i	i
- COc1ccc2c(CC(=O)OCC(=O)c3ccccc3OC)coc2c1
 : i	i
- CC(=O)N1CCN(c2cc3c(cc2F)c(=O)c(C(=O)O)cn3C2CC2)CC1
 : i	i
